High-throughput results deposited in PubChem by National Center for Advancing Translational Sciences (NCATS).
Giardia kill: Small Molecules that selectively kill Giardia lamblia: qHTS; activity change, % at 7.66 µM, hits read low; 340,000 compounds, 0.15% hits; Giardia lamblia trophozoite viability; in the data active means activity change below about -80%; inconclusive means between about -30% and that limit;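 further: parasites exposed to compound for two days anaerobically before the ATP read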
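Compounds were tested on trophozoites seeded at 100 cells/well and held 48 hrs at 37 deg C anaerobically. An ATP-based luminescent kit measured the remaining live cells.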
PKM2 activator: qHTS Assay for Activators of Human Muscle isoform 2 Pyruvate Kinase; purified PKM2, Kinase-Glo ATP luminescence, activation; response scale: 0% is enzyme alone, no compound; Potency, µM (series often up to 57.5 µM), for inactives: at the top dose activation, usual class: activators; 260,000 compounds, 0.34% hits; AID 1631, 2009; further: potency means the concentration at half of the fitted maximal effect; nearly all actives have a fitted effect of over 55% in size
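ATP formation by purified human PK-M2, quantified via coupled luciferase luminescence after 1 h at room temperature with 0.1 mM ADP and 0.5 mM PEP final.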
Chronic BCR inh: qHTS Assay to Find Inhibitors of Chronic Active B-Cell Receptor Signaling. ABC-DLBCL IkBa-CBG/CBR reporter, luminescence ratio, 4 h. Potency, µM (top dose mostly 46.1 µM), without a hit: top-dose ratio change, negative = lower green/red ratio, usual class: inhibitors. 340,000 compounds, 0.05% hits; active means well fitted inhibition curve with a large enough effect in the signal ratio, with a control signal flat, not every such curve was filed as active; inconclusive means small, poorly fitted or top-dose-only effect, or effect the other way, or a change in a side signal; the % refers to the signal ratio;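 further: potency means the concentration at half of the fitted maximal effect; plate controls were basal doxycycline-induced cells for no effect and cells given 10 µM MG132 for full effect; MG132 reads +100%, hits lower the ratio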
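TMD8 human ABC-DLBCL cells with doxycycline-inducible IκBα–green luciferase fusion and unfused red luciferase, in 0.5% FBS medium; compounds up to 46 uM, 4 h at 37C. Green/red luminescence ratio, filter-overlap corrected, fitted to concentration-response curves.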
GALK inhibitor: qHTS Assay for Inhibitors of Human Galactokinase (GALK); P51570; Purified GALK, Kinase-Glo residual ATP luminescence; Potency, µM (titrated, usually from 57.5 µM), for the others: at the highest dose activity change, negative = inhibition, most hits filed as inhibitors; 270,000 compounds, 0.007% hits; AID 1868, 2009; further: potency means the concentration at half of the fitted maximal effect
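Galactose (100 uM) and ATP (35 uM) were turned over by 5 nM GALK for 1 h at RT. Kinase-Glo Plus then converted the remaining ATP into a luminescent signal.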
Coupling enz: qHTS Assay for Inhibitors of Fructose-1,6-bisphosphate Aldolase from Giardia Lamblia: Coupling assay counterscreen. coupling enzyme system counterscreen, AmpLite Red fluorescence. activity change, negative = inhibition, % at 58.2 µM, hits read low. 290,000 compounds, 0.67% hits. AID 2472, 2010; in the data active means activity change below about -30%
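Counterscreen lacking aldolase: glyceraldehyde-3-phosphate coupling-enzyme reagent preincubated 10 min at RT with compound (at 57.5 uM final), then substrate/coupling system with AmpLite Red added; fluorescence read at 525/598 nm after 20 min RT.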
USP2a inh: qHTS Assay for Inhibitors of Ubiquitin-specific Protease USP2a Using CHOP2 as the Reporter. Ubiquitin carboxyl-terminal hydrolase 2 (Homo sapiens), O75604. USP2 core, Ub-CHOP2 coupled fluorogenic reporter, 485/531. Potency, µM (titrated, usually from 38.3 µM), for the others: top-dose activity change, negative = inhibition, hits mostly inhibitors. 330,000 compounds, 0.01% hits. AID 463254, 2010;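 further: potency means the concentration at half of the fitted maximal effect; plate controls were DMSO wells for no effect and full inhibition by NEM control for full effect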
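Cell-free coupled assay: 10nM USP2 core preincubated 30min RT with compound in Tris-HCl pH 8.0/CaCl2/CHAPS buffer, then 25nM Ub-CHOP2 and 25nM reporter substrate; fluorescence (Ex 485/Em 531) read after 60min RT, normalized to NEM inhibition, concentration-response curves fitted.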
Eya2 phos inh: qHTS Assay for Inhibitors of the Phosphatase Activity of Eya2; Protein phosphatase EYA2 (Homo sapiens), O00167; recombinant Eya2, OMFP fluorescence dephosphorylation (OMFP is methylfluorescein phosphate); Potency, µM (series often up to 76.9 µM), without a hit: top-dose activity, negative = inhibition, actives largely listed as inhibitors; 330,000 compounds, 0.006% hits; AID 488837, 2010; further: potency means the concentration at half of the fitted maximal effect
Target sequence (O00167 whole entry, looked up): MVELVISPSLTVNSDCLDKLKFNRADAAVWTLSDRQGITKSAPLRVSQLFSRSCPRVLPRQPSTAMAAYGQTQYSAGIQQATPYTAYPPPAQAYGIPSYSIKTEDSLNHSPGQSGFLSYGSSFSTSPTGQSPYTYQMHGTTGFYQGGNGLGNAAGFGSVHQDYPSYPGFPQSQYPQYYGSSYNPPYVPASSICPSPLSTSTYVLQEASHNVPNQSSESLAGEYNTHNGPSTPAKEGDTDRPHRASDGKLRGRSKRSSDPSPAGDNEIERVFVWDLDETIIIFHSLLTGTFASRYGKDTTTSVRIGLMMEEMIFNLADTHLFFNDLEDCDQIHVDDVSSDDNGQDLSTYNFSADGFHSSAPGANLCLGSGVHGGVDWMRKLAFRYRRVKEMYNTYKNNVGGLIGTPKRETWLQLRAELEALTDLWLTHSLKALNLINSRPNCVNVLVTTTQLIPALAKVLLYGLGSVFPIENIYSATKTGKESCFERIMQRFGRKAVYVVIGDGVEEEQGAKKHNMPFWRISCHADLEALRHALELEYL
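Eya2 protein (added as 0.2 uM solution) was preincubated with compound for 10 min at ambient temperature in 50 mM HEPES pH 7.5, 50 mM NaCl, 5 uM MgCl2, 0.05% BSA, 1 mM DTT. OMFP (added at 50 uM) then reacted 10 min; fluorescence read at 485/525 nm.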
uPA surface inh: qHTS for Inhibitors of Cell Surface uPA Generation; AID 540303, 2011; cell surface uPA generation assay, qHTS; Potency, µM (highest dose often 38.3 µM), without a hit: at the highest dose activity change, negative = inhibition, usual class: inhibitors; 330,000 compounds, 0.31% hits; active means well fitted inhibition curve with a large enough effect; inconclusive means small, poorly fitted or top-dose-only effect; inactive means no such curve, though single readings can be large or run the other way; tested in mouse RAW 264.7 cells; further: potency means the concentration at half of the fitted maximal effect; nearly all actives have a fitted effect of over 55% in size
KCNH2 3.1 inh: qHTS for Inhibitors of KCHN2 3.1: Mutant qHTS; U2OS KCNH2 3.1, thallium flux FluxOr; stronger effect = lower value; activity change, % (tested at about 1.8 µM); 340,000 compounds, 0.95% hits;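 active means maximum activity change below -70%; inconclusive means maximum activity change from -70% to -50%; inactive means maximum activity change above -50%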;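 further: thallium influx rate constant from kinetic fluorescence after stimulation buffer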
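U2OS cells transduced with KCNH2 3.1 mutant virus (1.77 x 10^8 /mL, 4 h), plated overnight at 37 C, loaded 45 min with FluxOr dye plus Red40 quencher. Thallium flux rate constant from kinetic reads after stimulation buffer, normalised to controls.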
B2AR arrestin: qHTS assay of beta-arrestin-biased ligands of beta2-adrenergic receptor | Potency, µM (doses to about 46.1 µM), for inactives: top-dose activation, most hits filed as activators | 330,000 compounds, 0.02% hits | Beta-2 adrenergic receptor (Homo sapiens), P07550 | beta-arrestin recruitment to beta2AR, cell-based reporter;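 further: potency means the concentration at half of the fitted maximal effect; 0% = DMSO controls and full agonism = EC100 isoproterenol or metaproterenol; nearly all actives have a fitted effect of over 65% in size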
Target sequence (P07550 whole entry, looked up): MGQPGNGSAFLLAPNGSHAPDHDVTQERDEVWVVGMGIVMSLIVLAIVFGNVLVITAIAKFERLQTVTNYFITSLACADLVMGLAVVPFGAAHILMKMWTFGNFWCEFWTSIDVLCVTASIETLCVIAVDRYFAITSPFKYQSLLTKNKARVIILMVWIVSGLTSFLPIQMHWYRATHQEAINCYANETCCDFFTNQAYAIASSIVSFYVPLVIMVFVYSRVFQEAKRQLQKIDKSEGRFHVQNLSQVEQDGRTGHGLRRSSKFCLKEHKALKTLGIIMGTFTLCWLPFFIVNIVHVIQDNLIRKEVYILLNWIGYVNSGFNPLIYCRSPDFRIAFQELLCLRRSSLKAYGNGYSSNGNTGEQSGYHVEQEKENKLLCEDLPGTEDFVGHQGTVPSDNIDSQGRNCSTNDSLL
hERG WT inh: qHTS for Inhibitors of KCHN2 3.1: Wildtype qHTS. 340,000 compounds, 0.37% hits. activity change, % at 1.84 µM. U2OS, BacMam KCNH2, thallium flux FluxOr; stronger effect = lower value;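 active means maximum activity change below -70%; inconclusive means maximum activity change between -70% and -50%; inactive means maximum activity change above -50%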
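U2OS cells transduced with wild-type KCNH2 virus are loaded with FluxOr dye for 45 min, and thallium flux is measured in kinetic reads before and after stimulation buffer. Rate constants are normalized to DMSO controls.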
* hit, by the source's call; ? = inconclusive; . = no result given; [ ] = dose if it differs, or a comment. Unless noted, the call rests on the fitted dose curve; in most records, active means well fitted curve in the direction sought with a large enough effect; inconclusive means small, poorly fitted or top-dose-only effect, or another doubt; inactive means no such curve, though single readings can be large; an effect the other way counts as inactive or inconclusive. Unless noted, on the % scale 0 is the no-effect control and ±100 the full control effect. An unsorted share of the library, and some 2.4% of all compounds hit somewhere here.

SMILES	Giardia kill	PKM2 activator	Chronic BCR inh	GALK inhibitor	Coupling enz	USP2a inh	Eya2 phos inh	uPA surface inh	KCNH2 3.1 inh	B2AR arrestin	hERG WT inh
Cc1ccc(C)c(NS(=O)(=O)c2ccc(OCC(=O)N3CCOCC3)cc2)c1	-17	-2%	-7%	0%	2	0%	0%	0%	-6	-0.4%	-14
CCOC(=O)c1cc2cc(OC)ccc2[nH]1	-3	-6%	-10%	4%	-6	2%	-8%	-1%	5	0.3%	-2
COc1cccc(Cn2nnc(C(=O)NCc3ccc(F)cc3)c2N)c1	11	1%	-1%	4%	0	4%	3%	-11%	-8	-0.3%	0
Cc1ccc(-c2n[nH]c(=S)n2/N=C/C=C\c2ccccc2[N+](=O)[O-])cc1	-4	5%	?	-4%	-1	3%	-11%	4%	-24	0.0%	-11
CCOC(=O)C1=NN(C(C)=O)C2(CC(=O)N(c3cccc(C)c3)C2=O)C1 (configuration not stated)	-12	-3%	-4%	0%	1	7%	-2%	11%	-2	-0.5%	4
C=CCOC(=O)C1=C(C)NC(SCC(=O)Nc2nccs2)=C(C#N)C1c1ccc(Cl)cc1 (configuration not stated)	-3	1%	?	-1%	2	-4%	-17%	-6%	-8	-0.8%	-4
Cc1nn(C2CCS(=O)(=O)C2)c(Cl)c1/C=C/C(=O)OCC(=O)Nc1ccccc1OC(F)F (configuration not stated)	1	12%	-14%	-3%	3	-8%	-8%	6%	4	0.0%	0
C=CCc1c(C)nc(-c2ccccc2)nc1N/N=C/c1ccccc1	-4	28%	?	0%	-3	2%	-4%	-8%	?	-0.4%	.
COc1cc([N+](=O)[O-])ccc1NC(=O)CSc1ccccn1	.	?	12%	1%	-1	0%	1%	.	.	-0.1%	.
O=C(C1CC(=O)N(c2ccc(F)cc2)C1)N1CCCCC1 (configuration not stated)	-6	1%	?	5%	-2	1%	9%	3%	-13	0.3%	-8
CCOC(=O)N1CCC(N(CCN(C)C)C(=S)Nc2cccc(OC)c2)CC1	10	-9%	?	0%	-2	-1%	-16%	-7%	-2	0.1%	0
Cc1c(C(=O)N2CCOCC2)cc(C(C)(C)C)n1-c1ccccc1	-14	-3%	5%	0%	1	1%	-23%	-2%	-2	-0.5%	0
CCCC(=O)Nc1ccc2c(c1)nc1n2CCSC1	-15	0%	?	-2%	-12	-1%	-1%	-2%	1	0.0%	-4
CCOC(=O)C1=C(c2ccccc2)O/C(=C(/C(=O)OC)C(F)(F)F)S1	-10	67%	?	0%	6	3%	2%	-1%	-14	0.3%	4
CC(C)c1ccc(C(=O)NNC(=O)c2ccncc2)cc1	-27	-1%	-1%	8%	2	0%	2%	-1%	16	-0.5%	9
COc1ccc(C2CC(c3ccc(Cl)cc3Cl)n3nc(N)nc3N2)cc1 (configuration not stated)	-12	-12%	-5%	-3%	0	0%	-17%	4%	-19	-1.0%	0
O=C(NCCCN1CCOCC1)C(=O)NCCc1ccccc1	1	-2%	-16%	0%	0	1%	12%	1%	5	0.0%	4
CC(C)CN(CC(C)C)C(=O)CC(=O)NC(=O)c1ccc(Cl)cc1	7	8%	0%	0%	3	0%	4%	10%	-1	2.8%	-2
Cc1ccc(C(=O)NCc2ccco2)cc1S(=O)(=O)Nc1cccc(C)c1C	9	-5%	8%	2%	0	0%	7%	.	-10	-0.5%	16
Cc1cc(-c2csc(N)n2)c(C)n1CCc1ccccc1	8	0%	10%	-3%	-5	-24%	7%	4%	-7	-1.2%	-11
CCn1c(-c2cc(-c3ccccc3OC)nc3ccccc23)n[nH]c1=S	6	-14%	7%	2%	3	0%	-13%	4%	7	-1.0%	-4
O=[N+]([O-])c1nn(-c2cccc(Cl)c2)n(O)c1=NCc1cccnc1	-20	4%	15%	.	-1	0%	-5%	-1%	8	-4.1%	8
CCN(CCNCC(O)COCc1ccc(Cl)cc1)c1cccc(C)c1 (configuration not stated)	-13	1%	-7%	1%	-1	-12%	10%	-2%	?	-0.3%	11
Cc1ccc(-n2nnnc2C(Cl)(Cl)c2nnnn2-c2ccc(C)cc2)cc1	-3	9%	-9%	0%	2	2%	-31%	-17%	-20	-0.2%	-5
CCOc1ccccc1N(C(=O)c1ccco1)C(C(=O)NC1CCCC1)c1cccs1 (configuration not stated)	-12	.	-2%	1%	3	0%	-20%	5%	-15	-0.4%	1

The closing two compounds of the section before are carried over, then new ones follow.
SMILES	Giardia kill	PKM2 activator	Chronic BCR inh	GALK inhibitor	Coupling enz	USP2a inh	Eya2 phos inh	uPA surface inh	KCNH2 3.1 inh	B2AR arrestin	hERG WT inh
Cc1ccc(-n2nnnc2C(Cl)(Cl)c2nnnn2-c2ccc(C)cc2)cc1	-3	9%	-9%	0%	2	2%	-31%	-17%	-20	-0.2%	-5
CCOc1ccccc1N(C(=O)c1ccco1)C(C(=O)NC1CCCC1)c1cccs1 (configuration not stated)	-12	.	-2%	1%	3	0%	-20%	5%	-15	-0.4%	1
COc1cccc(C(=O)N2CCC(C(=O)NCc3ccc(C)cc3)CC2)c1	14	.	-15%	8%	1	-1%	-12%	-3%	0	-0.1%	0
C=CCc1c(C)nc(N)[nH]c1=O	-5	-14%	-4%	-5%	5	0%	-4%	-1%	16	-1.0%	6
CC1CC(C)CN(CC(C)(C)NS(=O)(=O)c2ccc(Cl)cc2)C1 (configuration not stated)	-5	7%	8%	1%	1	0%	-2%	11%	-8	-0.8%	-2
CC(C)C(NC(=O)CN1C(=O)c2cccc3cccc1c23)C(C)C	-9	3%	2%	3%	-1	-1%	-7%	15%	-2	4.4%	-18
Cc1ncsc1CCOC(=O)c1ccc(N2CCOCC2)c([N+](=O)[O-])c1	-7	1%	?	0%	0	-4%	-7%	-4%	-29	0.5%	9
O=C(O)CCC(=O)NNC(=O)COc1ccc2ccccc2c1Br	11	-1%	2%	5%	1	1%	-8%	0%	-11	-0.2%	-6
COc1cc(/C=C2\CCc3ccccc3C2=O)cc(OC)c1OC	2	6%	?	.	1	0%	-1%	-7%	-11	-1.0%	-10
CCOC(=O)NC(=O)/C(C#N)=C\Nc1sccc1C(=O)OC	?	1%	-1%	-2%	1	?	?	-3%	33	0.6%	-4
C/C(CCc1ccco1)=N/NC(=O)CCC(=O)Nc1ccc(Br)cc1	-8	2%	-1%	1%	1	7%	8%	-1%	.	-0.2%	30
O=C(Cn1cnc2ccccc21)N/N=C/c1ccccc1[N+](=O)[O-]	16	-12%	4%	-1%	-1	1%	-2%	-1%	-7	-0.5%	9
CCN1CCCCC(=N/O)/C(=N/O)CCCC1	4	2%	3%	1%	-2	3%	4%	11%	0	-0.3%	-5
O=C(Nc1cccc2ccccc12)OCc1cncs1	9	-1%	?	-1%	-5	5%	3%	0%	5	-0.3%	0
O=C(O)c1cc(-n2cccc2)ccc1N1CCOCC1	29	1%	14%	.	-2	-1%	-5%	10%	-2	0.1%	-10
CCC/C(O)=C1\C(=O)CCCC1=NCCc1c(C)[nH]c2ccccc12	-22	1%	6%	.	-1	3%	9%	9%	17	-1.0%	8
O=C(OCC(=O)N1CCCc2ccccc21)c1cncc(Br)c1	15	-13%	9%	0%	-4	0%	-6%	-21%	-10	-0.5%	11
CCOC(=O)C(CCSC)NC(=O)CN (configuration not stated)	0	2%	2%	0%	-1	0%	10%	1%	14	0.2%	15
CC1CCN(C(=O)C2CCCN(S(C)(=O)=O)C2)CC1 (configuration not stated)	-3	-4%	0%	0%	4	0%	8%	-2%	-1	-0.6%	0
CCCn1c(=N)c(C(=O)NC2CCCC2)cc2c(=O)n3cccc(C)c3nc21	49[activator]	-5%	8%	-1%	2	2%	3%	-7%	-8	0.4%	3
Cc1ccc(C2=NS(=O)(=O)N(C)C(C(=O)NCc3ccccn3)=C2)cc1	13	2%	0%	.	2	-2%	7%	5%	0	-0.1%	-10
Cn1c(C(=O)OC(C(=O)NCc2ccco2)c2ccncc2)cc2sccc21 (configuration not stated)	-12	-5%	-6%	-1%	-3	1%	4%	4%	0	-0.1%	-11
COc1cccc(CNC(=O)C(=O)N2CCC3(CC2)OCCN3S(=O)(=O)c2ccc(C)cc2)c1	7	.	-6%	.	.	-1%	14%	-4%	6	-0.4%	-6
CCCCSc1nc2sc3c(c2c(=O)[nH]1)CCC3	11	-15%	?	0%	4	0%	7%	.	-5	0.0%	8
